Mm-Cpn inhibitor – blocks the Methanococcus maripaludis chaperonin Mm-Cpn; purified Mm-Cpn ATPase, ADP Transcreener TR-FRET; Potency, µM (titrated, usually from 76.9 µM), for inactives: at the top dose activity, negative = inhibition, hits mostly inhibitors; 330,000 compounds, 0.031% hits; also: potency is read from the fitted curve at half-maximal effect; % is scaled to controls: 0 for no effect and ±100 for the full control effect; nearly all actives have a fitted effect of over 80% in size
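Eu-cryptate anti-ADP/ADP-d2 competition gives a ratio inversely related to ADP. Enzyme at 25 nM was pre-exposed to compound for 10 min, then given 10 uM ATP for 30 min, 37°C throughout.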
CCT modulator – modulators of cytosolic chaperonin (CCT/TRiC) activity | AID 651819 | purified chaperonin ATPase assay, HTRF ADP detection, 30 min | activity change, % (concentration not given with the values), hits read low | 360,000 compounds, 0.3% hits; in the data active = activity change below about -30%; also: % is scaled to controls: 0 for no effect and ±100 for the full control effect
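Enzyme 40 or 20 nM (batch-dependent) in Tris pH 7.4/KCl/MgCl2/DTT; cpd 76 uM single point; ATP 10 uM; 30 min 37 °C; Transcreener ADP HTRF detection, 30 min RT; ratio 665/615.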
PTHR1 ag – PTHR1 (human) receptor agonism; Q03431; HEK293 GP2 PTHR1 cells, GloSensor cAMP luminescence, 1 h; AID 743266; 410,000 compounds, 0.075% hits; Potency, µM (top dose mostly 115 µM), for the others: at the highest dose activation, most hits filed as activators; also: potency is read from the fitted curve at half-maximal effect; nearly all actives have a fitted effect of over 55% in size; some results filed as inactive show a strong effect at the top dose; inactives centre near -15; many of its hits are not listed in these tables
Target sequence (Q03431 whole entry, looked up): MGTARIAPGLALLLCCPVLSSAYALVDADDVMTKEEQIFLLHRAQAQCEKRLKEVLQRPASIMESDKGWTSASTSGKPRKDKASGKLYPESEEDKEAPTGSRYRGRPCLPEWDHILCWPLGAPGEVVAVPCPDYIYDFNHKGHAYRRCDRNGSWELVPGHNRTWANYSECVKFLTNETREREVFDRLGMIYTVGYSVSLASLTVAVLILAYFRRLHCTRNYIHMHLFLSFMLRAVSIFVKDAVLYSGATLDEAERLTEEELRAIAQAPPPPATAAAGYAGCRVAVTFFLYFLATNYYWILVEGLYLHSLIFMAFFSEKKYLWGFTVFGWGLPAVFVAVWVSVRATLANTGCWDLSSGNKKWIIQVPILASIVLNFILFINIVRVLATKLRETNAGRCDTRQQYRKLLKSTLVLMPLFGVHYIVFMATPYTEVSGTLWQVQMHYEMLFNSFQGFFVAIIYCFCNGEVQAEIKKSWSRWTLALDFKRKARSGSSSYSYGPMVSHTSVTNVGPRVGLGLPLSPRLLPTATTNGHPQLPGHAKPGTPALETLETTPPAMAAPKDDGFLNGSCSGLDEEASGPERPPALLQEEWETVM
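HEK-293-derived GP2 cells expressing PTHR1 and a GloSensor cAMP reporter, 3,000/well, plated overnight, given luciferin plus IBMX (each 0.5 mM as added) for 1 h at 37 °C, then compound for 1 h at 37 °C. Luminescence was read after 15 min at room temperature.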
pAkt inh – blocks phosphorylation of Akt. 360,000 compounds, 0.32% hits. Neuro2A IGF-stimulated pAkt S473 HTRF, 20 min; hits give low values. AID 651550. activity change, % for hits at 50 µM; in the data active = activity change below about -80%; inconclusive = mostly about -51% to -80%; also: % is scaled to controls: 0 for no effect and ±100 for the full control effect
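Neuro2A cells in DMEM with 0.5% FBS, overnight at 37 deg C, given compound at single 50 µM final, then IGF (6 nM final) for 20 min at 37 deg C. Lysed; phospho-Akt Ser473 by HTRF after 24 h, 665/615 ratio.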
D3 antag – D3 dopamine receptor (human) antagonism; max response, negative = inhibition, %; 360,000 compounds, 2.5% hits; P35462; D3R cells, DiscoveRx beta-arrestin luminescence, antagonist mode; hits give low values; in the data active = max response below about -50%; inconclusive = no clear call, values can overlap the other calls; also: % is scaled to controls: 0 for no effect and ±100 for the full control effect; mostly tested at two doses, the higher about 12 µM
Target sequence (P35462 whole entry, looked up): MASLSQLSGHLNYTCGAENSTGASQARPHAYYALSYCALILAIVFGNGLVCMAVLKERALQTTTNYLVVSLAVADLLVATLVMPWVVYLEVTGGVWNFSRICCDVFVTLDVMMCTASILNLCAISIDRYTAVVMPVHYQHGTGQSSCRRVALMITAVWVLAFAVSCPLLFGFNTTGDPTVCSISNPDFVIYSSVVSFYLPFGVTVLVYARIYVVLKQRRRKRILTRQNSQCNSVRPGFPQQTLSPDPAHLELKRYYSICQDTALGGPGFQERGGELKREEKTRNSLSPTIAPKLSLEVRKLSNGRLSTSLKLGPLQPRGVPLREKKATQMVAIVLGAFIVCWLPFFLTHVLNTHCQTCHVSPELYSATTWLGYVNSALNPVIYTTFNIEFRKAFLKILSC
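Cells expressing the human receptor were seeded at 1500 cells/well, incubated overnight at 37 degrees C in 5% CO2, then exposed to library compounds with dopamine controls for 90 minutes at 37 degrees C before luminescent detection.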
D3 ag – activates the human D3 dopamine receptor | AID 652048 | 410,000 compounds, 0.58% hits | max activation, % | P35462 | D3R DiscoveRx beta-arrestin cells, luminescence, 90 min; in the data active = max activation above about 30%; also: 0% is about no effect; mostly tested at two doses, the higher about 12 µM
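Cells at 1500/well, incubated overnight, then treated with pinned compounds (dopamine as control) for 90 min at 37 degrees C. DiscoveRx reagent added for 30 - 60 minutes at room temperature; luminescence read.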
EPAC2 antagonist – antagonists of human EPAC2; AID 720708; 360,000 compounds, 0.18% hits; EPAC2 GEF exchange of Rap1B-BODIPY-GDP, fluorescence; Q8WZA2; Potency, µM (top dose mostly 114 µM), inactives show at the highest dose activity, negative = inhibition, usual class: inhibitors; also: potency is read from the fitted curve at half-maximal effect; % is scaled to controls: 0 for no effect and ±100 for the full control effect; nearly all actives have a fitted effect of over 45% in size; many of its hits are not listed in these tables
EPAC2 ag – activates human EPAC2 exchange factor; Q8WZA2; EPAC2 activation, biochemical qHTS; response scale: 100% = 6.5 mM cAMP response; Potency, µM (titrated, usually from 154 µM), inactives show at the top dose activation, hits mostly activators; 360,000 compounds, 0.079% hits; also: potency is read from the fitted curve at half-maximal effect; nearly all actives have a fitted effect of over 50% in size
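Each well held 100 nM EPAC2, 250 nM RAP1B-BODIPY-GDP and 50 uM GDP. Fluorescence, read at 5-min intervals to 30 min, was referenced to a 6.5 mM cAMP positive control.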
Numbers without * were called inactive; i = inactive; ? = inconclusive; . = no result given; & = joins results of further samples; [ ] = another dose, or the depositor's remark. Unless noted, calls follow the shape of the dose curve; as a rule, active = well fitted curve in the direction sought with a large enough effect; inconclusive = small, poorly fitted or top-dose-only effect, or another doubt; inactive = no such curve, though single readings can be large; an effect the other way counts as inactive or inconclusive.

SMILES | Mm-Cpn inhibitor | CCT modulator | PTHR1 ag | pAkt inh | D3 antag | D3 ag | EPAC2 antagonist | EPAC2 ag
Cc1ccc(-c2nc3ncccn3c2N)cc1 | . | . | -8.4% | i | 1.4 | 3.0 | -15.8% | 2.5%
Cc1ccccc1CCNC(=O)CCn1nc(C)c2c(C)n(-c3ccccc3)nc2c1=O | 2.3% | -0.5 | -7.9% | i | 0.8 | 2.8 | -11.5% | -2.5%
COc1ccccc1NC(=O)CN1CCN(CC(=O)Nc2ccc3c(c2)OCCO3)CC1 | 0.4% | -1.6 | i | i | 3.9 | -1.5 | -4.1% | 5.6%
CCN(CC)CCCN(Cc1cc2cc3c(cc2[nH]c1=O)OCO3)C(=S)Nc1ccccc1 | -3.1% | -0.6 | i | i | 2.8 | -15.3 | -1.1% | -1.7%
COC(=O)CN(c1ccc(C)cc1)S(=O)(=O)c1ccc2c(c1)n(C)c(=O)c(=O)n2C | -3.6% | -0.5 | i | i | 14.3 | 2.9 | 3.6% | 7.1%
CCCCCCNc1c(C(=O)OCC)c(=O)[nH]c2ccccc12 | -0.8% | -11.6 | -13.1%[57.5 µM] | i | 66.3 | 1.5 | -0.7% | -4.2%
CC(C)(C)CN1CCN(Cc2c[nH]c3ccccc23)CC1CCO (stereo not drawn) | -1.3% | 0.6 | -50.7% | i | -24.6 | -18.9 | 4.4% | 2.7%
CC(C)CCN1CCN(Cc2cccn2-c2cccnc2)CC1CCO (stereo not drawn) | -2.3% | -1.7 | i | i | -12.4 | -9.2 | -10.3% | 0.6%
CC(=O)Nc1ccc(NC(=O)C(C)N(C)CC(=O)Nc2ccccc2Br)cc1 (stereo not drawn) | 2.8% | -0.8 | -17.5% | i | -3.4 | 7.5 | -0.4% | 8.9%
Cc1cccc(C(O)c2ncc(-c3ccccc3Cl)[nH]2)c1C (stereo not drawn) | . | -0.2 | -17.2% | . | 6.8 | 2.1 | -0.5% | 3.6%
Cc1ccc(NC(=O)CNC(=O)c2ccc(Oc3ccccc3)cc2)nc1 | -3.1% | -0.7 | i | i | 2.3 | 3.5 | 9.2% | -3.3%
COc1ccc(CN2CCN(Cc3ccc4ccccc4c3)CC2)cc1OC | -2.2% | -0.5 | -24.1% | i | -75.9* | -48.9 | 16.5% | 18.4%
Cc1cc(C)n2nc(SCC(=O)NC(=O)c3ccc(OC(F)F)cc3)nc2n1 | 0.9% | 1.0 | -14.0% | i | -12.4 | 1.8 | 6.7% | 2.0%
Cc1ccc2c(c1)N(CC(=O)NC1CCCCC1C)C(=O)CO2 (stereo not drawn) | -0.3% | -1.4 | i | . | 4.4 | -3.6 | -2.4% | 3.5%
COc1ccccc1-n1c(SCC(=O)N2CCCCC2)nc2cccnc21 | 0.8% | -2.7 | -11.4% | i | -15.9 | -3.4 | -2.0% | -1.7%
COc1cc(/C=C2\SC(=O)N(CCNC(=O)c3cnc(C)cn3)C2=O)cc(OC)c1OC | 1.3% | 0.9 | -2.6% | i | 3.7 | -1.1 | -2.1% | -11.3%
O=C1C(C=NCC2CCCO2)=C(O)c2ccccc21 (stereo not drawn) | -3.0% | -1.6 | i | i | ? | -5.0 | 1.3% | 9.1%
CCOc1ccc(Nc2nc(C)cc(C)c2C#N)cc1 | -1.5% | -2.8 | i | i | 14.4 | -1.2 | 4.3% | 5.1%
CCOc1ccccc1NC(=O)C(CC)Sc1nc2ccncc2[nH]1 (stereo not drawn) | -5.9% | 1.8 | i | . | 30.8 | -2.6&18.6 | 1.5% | -1.5%
CCSc1nnc(N)s1 | -3.6% | -0.2 | i | i | -4.2 | -1.7 | -6.1% | 7.3%
CCc1ccc2c(c1)NC(=O)C2(C)Cc1ccc(Cl)cc1 (stereo not drawn) | . | -2.4 | -3.1% | i | 19.8 | 11.7 | ? | 5.5%
COc1ccc(N2C(=O)CSC(c3ccccc3)C2=O)cc1 (stereo not drawn) | 3.1% | 0.1 | i | i | 7.7 | -0.7 | -27.2% | -2.2%
Cc1nc2sc(C(c3cccc(F)c3)N3CCC(C)CC3)c(O)n2n1 (stereo not drawn) | -0.8% | -2.1 | -40.9%[inhibitor][57.5 µM] | i | -0.8 | 2.7 | -13.2% | 8.1%
Cc1ccc(C(O)c2ncc(-c3ccc(Cl)cc3)[nH]2)cc1 (stereo not drawn) | . | -0.6 | -12.7% | i | 12.6 | 3.3 | -10.5% | -0.2%
COc1ccc(CNC(=O)CSc2nc3ccc(OC)cc3[nH]2)cc1 | -2.2% | 2.2 | -2.9% | i | -3.2 | 0.2 | 5.6% | 3.0%

Three successive compounds already listed, for reference:
SMILES | Mm-Cpn inhibitor | CCT modulator | PTHR1 ag | pAkt inh | D3 antag | D3 ag | EPAC2 antagonist | EPAC2 ag
Cc1ccc(-c2nc3ncccn3c2N)cc1 | . | . | -8.4% | i | 1.4 | 3.0 | -15.8% | 2.5%
Cc1ccccc1CCNC(=O)CCn1nc(C)c2c(C)n(-c3ccccc3)nc2c1=O | 2.3% | -0.5 | -7.9% | i | 0.8 | 2.8 | -11.5% | -2.5%
COc1ccccc1NC(=O)CN1CCN(CC(=O)Nc2ccc3c(c2)OCCO3)CC1 | 0.4% | -1.6 | i | i | 3.9 | -1.5 | -4.1% | 5.6%

Next section
SMILES | Mm-Cpn inhibitor | CCT modulator | PTHR1 ag | pAkt inh | D3 antag | D3 ag | EPAC2 antagonist | EPAC2 ag
Cc1cc(C)n2nc(C)c(-c3ccc(Cl)cc3)c2n1 | 0.4% | -3.1 | -22.3% | i | 5.6 | 4.6 | -0.3% | 9.2%
O=C(c1cnccn1)N1CCCC(N2CCN(c3cccc(Cl)c3)CC2)C1 (stereo not drawn) | 0.1% | -3.0 | i | i | -14.3 | 2.2 | -2.6% | 8.3%
Nc1cc(N)nc(SCC(=O)NCc2ccco2)n1 | -0.7% | -2.9 | i | i | 24.0 | 1.8 | -2.6% | 4.9%
CCOC(=O)CSc1nc2sc(C)c(C)c2c(=O)n1N | -2.2% | 0.9 | -37.4%[inhibitor] | i | 19.4 | 2.3 | -5.1% | -6.7%
CN(CC(=O)NC1CCN(Cc2ccccc2)CC1)S(=O)(=O)c1ccc(Cl)cc1 | 0.2% | -1.0 | -34.9%[inhibitor] | i | ? | -2.1 | 2.2% | 3.9%
Cc1ccsc1/C=N/Nc1ncnc2nc[nH]c12 | -4.8% | -0.7 | -2.8% | i | 6.4 | 2.9 | -3.8% | 5.1%
O=C(c1cc(COc2ccc(F)cc2Cl)on1)N1CCC(c2ccncc2)CC1 | 2.6% | -4.1 | -39.3%[inhibitor] | i | 16.4 | 6.8 | -1.3% | 1.0%
Cc1cccc(-n2c(O)c(C=Nc3ccccc3)c3ccccc3c2=O)n1 | 0.2% | -0.6 | i | i | 16.6 | 5.1 | -1.6% | 11.3%
CCCCN(C(=O)C1=NN(c2cc(C)ccc2C)C(=O)CC1)c1c(N)n(CCC)c(=O)[nH]c1=O | 0.9% | -0.7 | -0.2% | i | 0.0 | -2.1 | 5.4% | 1.6%
COc1cc(/C(C)=N\NC(=O)CSc2nc3ccccc3n2C)ccc1O | 0.0% | -0.8 | -7.5% | i | 15.5 | 11.0 | -6.4% | -1.8%
CC(Oc1ccc([N+](=O)[O-])cc1)C(=O)NCCCN1CCOCC1 (stereo not drawn) | -2.3% | -2.8 | -9.6% | i | -8.8 | -6.6 | 8.3% | 7.9%
CC(=O)c1c(C)[nH]c(C(=O)CSc2nnc(-c3ccc(Cl)cc3)n2CC2CCCO2)c1C (stereo not drawn) | -12.5% | -1.7 | -17.2% | i | -0.2 | 0.2 | -3.7% | 7.2%
CN(C)c1ccc(/C=C2\N=C(C(C)(C)C)OC2=O)cc1 | 0.3% | -4.2 | -9.0% | . | -1.4 | -3.8 | -3.7% | -144.9%[inhibitor]
CC(C)(C)N(Cc1ccccc1)C(=O)COC(=O)CSc1ccc([N+](=O)[O-])cc1 | 1.5% | 0.8 | -5.5% | i | -19.4 | -3.2 | 6.5% | 1.6%
COc1ccc(NC(=O)NCCCCc2ccccc2)cc1OC | -2.0% | -0.3 | i | i | -1.3 | -0.7 | -3.0% | 12.4%
COC(CNC(=O)c1cn(C)c2ccc(S(=O)(=O)N(C)C3CCCCC3)cc2c1=O)OC | -1.5% | -0.9 | i | i | 4.5 | -6.6 | -3.8% | 5.5%
COc1ccc(S(=O)(=O)Nc2cccc(Cl)c2)cc1OC | 1.2% | -5.8 | -20.7% | . | 18.4 | 4.1 | 10.6% | 1.9%
C[N+](C)(CC#N)C/C=C\c1ccccc1 | -1.8% | -2.1 | i | i | -10.0 | 0.8 | 5.8% | 4.5%
NC(=O)C[n+]1cccc2ccccc21 | 0.5% | -4.8 | i | . | 4.4 | 9.8 | 0.0% | 16.8%
Cc1cc(NS(=O)(=O)c2ccc(NC(=O)c3ccc([N+](=O)[O-])cc3)cc2)nc(C)n1 | . | -1.1 | i | i | -16.2 | -2.8 | -1.8% | 10.0%
CC(C)(CO)NC(=O)CCCOc1ccc(Cl)cc1Cl | -1.7% | -1.2 | i | i | -26.3 | 2.3 | 5.4% | -0.8%
Cc1cc(C)cc(NC(=O)Cn2cnc3c(nnn3Cc3ccc(F)cc3)c2=O)c1 | -3.7% | -1.4 | -5.0% | i | -0.5 | 0.8 | 0.8% | 5.6%
OC(C#CCN1CCCC1)c1ccccc1 (stereo not drawn) | 1.3% | 0.9 | ? | i | 4.5 | -7.2 | -3.2% | 6.6%
Cc1ccccc1Cn1cc(CCC(=O)N2CCOCC2)c2ccccc21 | 0.7% | -0.5 | -7.2% | i | 5.1 | -2.1 | -4.3% | 6.0%
Cc1[nH]n(-c2ccccc2)c(=O)c1/C=N/NC(=O)c1cccc([N+](=O)[O-])c1 | 1.5% | 1.2 | -16.4%[57.5 µM] | . | -10.1 | 2.5 | -13.7% | 0.0%[15.6 µM]
CO/N=C(\C)C(Cc1ccc(Cl)nc1)Cc1ccc(Cl)nc1 | -0.7% | -2.3 | -10.9% | i | 13.8 | -4.8 | -6.3% | 13.3%
CCCCCCCNC(=O)C1(CC2CC(c3cccc(Br)c3)=NO2)CCN(C(=O)c2ccccc2)CC1 (stereo not drawn) | 0.5% | -5.2 | i | i | 2.8 | 2.2 | 8.3% | 3.1%
CC1CCCN(C(=O)c2ccc3c(=O)n(C4CCCC4)c(=S)[nH]c3c2)C1 (stereo not drawn) | 3.3% | -2.8 | -29.4% | i | 0.3 | 2.6 | -1.0% | -3.5%

An excerpt; count on the stated rates, not on these rows.
